High-throughput results (PubChem)
EZH2 inh – blocks human EZH2/PRC2 H3K27 methylation. Q15910. DELFIA TRF, 1 h. inhibition, % at 12.5 µM. 0.35% of 57,000 active. AID 651548;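 active means mean inhibition of replicates at least 50% and every single replicate also reaching 50%; inconclusive means mean inhibition at least 50% but some replicate falls below 50%; inactive means mean inhibition under 50%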;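 further: dimethyl H3K27 on biotinylated H3 21-44 peptide detected by antibody; plate controls were median neutral control wells for no effect and median positive control wells for full effect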
IDH1 mut inh – inhibitors of human IDH1 R132H | O75874 | IDH1 R132H reductase, diaphorase/resazurin fluorescence, 60 min | inhibition, % at 10 µM | 0.18% of 70,000 active; in the data active means inhibition above about 34%; inconclusive means no clear call, values can overlap the other calls; inactive means below about 11%;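 further: 0% = DMSO and 100% = no enzyme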
Target sequence (O75874 whole entry R132H): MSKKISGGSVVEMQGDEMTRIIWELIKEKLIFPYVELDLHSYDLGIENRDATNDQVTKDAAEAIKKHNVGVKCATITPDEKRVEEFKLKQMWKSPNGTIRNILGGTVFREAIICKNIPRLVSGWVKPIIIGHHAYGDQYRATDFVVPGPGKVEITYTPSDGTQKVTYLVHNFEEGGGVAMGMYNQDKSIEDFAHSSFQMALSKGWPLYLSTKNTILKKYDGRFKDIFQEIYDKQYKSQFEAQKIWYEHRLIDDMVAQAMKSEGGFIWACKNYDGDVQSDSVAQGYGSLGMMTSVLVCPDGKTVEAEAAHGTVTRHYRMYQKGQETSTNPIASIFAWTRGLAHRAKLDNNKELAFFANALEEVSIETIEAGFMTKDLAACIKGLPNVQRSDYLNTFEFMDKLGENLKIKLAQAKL
Numbers without * were called inactive; ? = inconclusive; · = not tested or not shown.

The opening two records as a preview:
SMILES	EZH2 inh	IDH1 mut inh
O=C(NCC[C@H]1CC[C@@H](NC(=O)C2CCCC2)[C@H](CO)O1)c1cc(Cl)cc(Cl)c1	-1.8	-0.2
C[C@@H]1CN([C@@H](C)CO)C(=O)c2cc(NC(=O)C3CC3)ccc2O[C@@H]1CN(C)S(=O)(=O)c1ccccc1	·	0.8

All compounds of this part, from the start:
SMILES	EZH2 inh	IDH1 mut inh
O=C(NCC[C@H]1CC[C@@H](NC(=O)C2CCCC2)[C@H](CO)O1)c1cc(Cl)cc(Cl)c1	-1.8	-0.2
C[C@@H]1CN([C@@H](C)CO)C(=O)c2cc(NC(=O)C3CC3)ccc2O[C@@H]1CN(C)S(=O)(=O)c1ccccc1	·	0.8
CC(C)CC#Cc1cnc2c(c1)C(=O)N([C@@H](C)CO)C[C@@H](C)[C@H](CN(C)Cc1ccccc1)O2	-15.5	-2.6
C[C@H]1CN([C@@H](C)CO)C(=O)c2cc(Br)cnc2O[C@H]1CN(C)C(=O)C1CC1	1.4	0.5
C[C@H](CO)N1C[C@H](C)[C@H](CN(C)Cc2ccc(-c3ccccc3)cc2)OCc2cn(nn2)CCCC1=O	-3.1	0.0
C[C@H](CO)N1C[C@H](C)[C@H](CN(C)C)Oc2ccc(NS(=O)(=O)c3ccc(Cl)cc3)cc2CC1=O	·	1.4
COc1ccc(CN(C)C[C@@H]2Oc3ccc(NS(=O)(=O)c4ccc(F)cc4)cc3CC(=O)N([C@@H](C)CO)C[C@H]2C)cc1	-2.9	0.7
CCO[C@H]1OC(C(=O)N2CCN(Cc3ccc4c(c3)OCO4)CC2)=C[C@@H](c2ccc3c(c2)OCO3)[C@@H]1CCCO	5.8	·
COc1ccc(NC(=O)C(C)(C)Oc2ccc(Cl)cc2)c([N+](=O)[O-])c1	29.8	0.1
COC(=O)c1ccc(NC(=O)CN(c2cc(C(F)(F)F)ccc2Cl)S(C)(=O)=O)cc1	-21.5	-0.1
C[C@@H]1CN([C@@H](C)CO)C(=O)c2cc(C#CC3(O)CCCC3)cnc2O[C@H]1CN(C)C(=O)C1CCOCC1	4.2	·
CC(C)[C@H](C)NC(=O)N(C)C[C@H]1OCc2ccccc2-c2ccccc2C(=O)N([C@H](C)CO)C[C@H]1C	13.3	0.8
CCC(=O)N(C)C[C@@H]1Oc2ncc(C#Cc3ccccc3)cc2C(=O)N([C@H](C)CO)C[C@@H]1C	-5.5	-0.4
C[C@H]1CN([C@@H](C)CO)S(=O)(=O)c2ccc(C#CC3CC3)cc2O[C@@H]1CN(C)CC1CCOCC1	-0.5	-0.1
Cc1ccc(S(=O)(=O)Nc2ccc3c(c2)C(=O)N([C@@H](C)CO)C[C@H](C)[C@H](CN(C)Cc2ccc(-c4ccccc4)cc2)O3)cc1	·	-2.0
Cc1ccc(S(=O)(=O)N[C@H]2CC[C@H](CC(=O)N3CCC(Cc4ccccc4)CC3)O[C@@H]2CO)cc1	6.8	0.1
C[C@@H]1CCCCO[C@H](CN(C)C(=O)Nc2ccc(F)cc2)[C@@H](C)CN([C@@H](C)CO)C(=O)c2cc(NC(=O)Nc3ccccc3)ccc2O1	·	-0.5
Cc1noc(C)c1NC(=O)N(C)C[C@H]1OCCCC[C@@H](C)Oc2ccc(NS(=O)(=O)c3cn(C)cn3)cc2C(=O)N([C@H](C)CO)C[C@H]1C	·	0.1
COc1ccc(NC(=O)N[C@@H]2CC[C@H](CCNC(=O)Nc3cc(F)ccc3F)O[C@@H]2CO)cc1	-5.2	0.5
C[C@@H]1CCCCO[C@H](CN(C)Cc2ccncc2)[C@@H](C)CN([C@@H](C)CO)C(=O)c2cc(NC(=O)NC3CCCCC3)ccc2O1	6.7	·
CNC[C@@H]1Oc2c(NS(C)(=O)=O)cccc2C(=O)N([C@@H](C)CO)C[C@@H]1C	-6.2	·
COc1ccccc1CNC(=O)C[C@@H]1C[C@H]2c3cc(NC(=O)C4CCOCC4)ccc3O[C@H]2[C@H](CO)O1	-16.5	-0.1
CC(C)CC#Cc1cnc2c(c1)C(=O)N([C@@H](C)CO)C[C@@H](C)[C@@H](CN(C)S(=O)(=O)c1ccccc1)O2	·	-0.1
C[C@H](CO)N1C[C@H](C)[C@@H](CN(C)S(=O)(=O)c2cccs2)Oc2ccc(NS(=O)(=O)c3ccc(F)cc3)cc2C1=O	·	1.7
CC(C)NC(=O)N(C)C[C@H]1OCCCC[C@H](C)Oc2ccc(NS(=O)(=O)c3ccccc3)cc2C(=O)N([C@H](C)CO)C[C@@H]1C	·	-1.9

(list continues)
SMILES	EZH2 inh	IDH1 mut inh
CCOC(=O)c1c(NC(=O)COc2ccccc2Cl)sc2c1CCCC2	-2.5	0.2
CC(C)C1C(=O)NN(c2ccccc2)C1=S (centres undefined)	?	0.8
CO[C@@H]1CC[C@H]2CCOc3c(C#N)cccc3C(=O)N(C)C[C@@H](c3ccccc3)CC(=O)N(C)C[C@H]1O2	3.2	0.1
CO[C@H]1CN(C)C(=O)c2ccc(NS(=O)(=O)c3c(C)noc3C)cc2OC[C@H](C)NC[C@@H]1C	-6.3	0.1
O=C(C[C@H]1C=C[C@H](NC(=O)Nc2cc(F)ccc2F)[C@H](CO)O1)NCc1ccncn1	12.7	0.5
O=C1NC2CCc3nc4ccccc4c(=O)n3C2=Nc2ccccc21 (centres undefined)	-6.4	0.6
C[C@@H]1CN([C@@H](C)CO)C(=O)c2cc(NC(=O)Nc3ccc(C(F)(F)F)cc3)ccc2O[C@@H](C)CCCCO[C@H]1CN(C)S(=O)(=O)c1cn(C)cn1	·	1.0
Cc1ccc(-c2ccc3c(c2)O[C@@H](CN(C)Cc2ccc(F)cc2)[C@@H](C)CN([C@H](C)CO)S3(=O)=O)cc1	·	-0.2
C[C@H]1CN([C@@H](C)CO)C(=O)Cc2cc(NS(=O)(=O)c3ccccc3)ccc2O[C@H]1CN(C)Cc1ccc(C(=O)Nc2ccccc2N)cc1	-12.6	·
C[C@@H]1CN([C@@H](C)CO)C(=O)c2cc(C#Cc3ccccn3)cnc2O[C@H]1CN(C)Cc1ccncc1	·	-0.1
C[C@H]1CN([C@@H](C)CO)C(=O)c2cc(NC(=O)CCC(F)(F)F)ccc2O[C@H]1CN(C)Cc1ccc2c(c1)OCO2	-0.5	0.0
COC(=O)N(C)C[C@H]1OCc2ccccc2-c2c(n(C)c3ccccc23)C(=O)N([C@H](C)CO)C[C@@H]1C	12.9	-0.3
Cc1cccc(NC(=O)CSc2nnc(-c3ccco3)n2C)c1C	-4.0	0.1
CO[C@H]1CN(C)C(=O)c2ccc(NC(=O)C3CC3)cc2OC[C@H](C)N(C)C[C@@H]1C	2.3	0.0
CC(CN1CCCCC1)NC(=O)c1cc(-c2ccccn2)nc2ccc(Br)cc12 (centres undefined)	-18.6	-0.2
CO[C@@H]1CN(C)C(=O)c2cc(NC(=O)NC3CCCCC3)ccc2OC[C@@H](C)N(C)C[C@@H]1C	3.8	0.0
O=C(COc1ccc(Cl)c2cccnc12)Nc1cccc([N+](=O)[O-])c1	1.9	0.6
O=C(Cn1nnc(-c2ccccc2)n1)Nc1ccccc1C(=O)O	3.9	-0.3
C[C@H](CO)N1C[C@H](C)[C@@H](CN(C)C(=O)c2cnccn2)Oc2cc(C#CCC3CCCC3)ccc2S1(=O)=O	9.4	-1.3
CC(C)NCc1ccccc1OCC(N)=O	1.7	0.0
O=C(NCC[C@H]1CC[C@@H](NS(=O)(=O)c2ccccc2)[C@H](CO)O1)c1cc(Cl)cc(Cl)c1	-0.8	-0.4
CCC(=O)Nc1ccc2c(c1)OC[C@@H](C)N(CC1CCOCC1)C[C@H](C)[C@@H](OC)CN(C)C2=O	-2.8	0.1
COc1cc2c(cc1OC)CN(C(=O)CSc1ncnc3sc(C)c(C)c13)CC2	5.6	0.2
O=C(CN1CCOCC1)NCC[C@H]1CC[C@H](NS(=O)(=O)c2ccc(F)cc2)[C@@H](CO)O1	2.0	0.1
COCC#Cc1cnc2c(c1)C(=O)N([C@H](C)CO)C[C@H](C)[C@@H](CN(C)C(=O)c1ccc3c(c1)OCO3)O2	5.4	5.5

An excerpt from above in order of molar mass, lowest first:
SMILES	EZH2 inh	IDH1 mut inh
CC(C)C1C(=O)NN(c2ccccc2)C1=S (centres undefined)	?	0.8
CCOC(=O)c1c(NC(=O)COc2ccccc2Cl)sc2c1CCCC2	-2.5	0.2
COc1cc2c(cc1OC)CN(C(=O)CSc1ncnc3sc(C)c(C)c13)CC2	5.6	0.2
O=C(C[C@H]1C=C[C@H](NC(=O)Nc2cc(F)ccc2F)[C@H](CO)O1)NCc1ccncn1	12.7	0.5
CO[C@@H]1CN(C)C(=O)c2cc(NC(=O)NC3CCCCC3)ccc2OC[C@@H](C)N(C)C[C@@H]1C	3.8	0.0
COCC#Cc1cnc2c(c1)C(=O)N([C@H](C)CO)C[C@H](C)[C@@H](CN(C)C(=O)c1ccc3c(c1)OCO3)O2	5.4	5.5
C[C@H](CO)N1C[C@H](C)[C@@H](CN(C)C(=O)c2cnccn2)Oc2cc(C#CCC3CCCC3)ccc2S1(=O)=O	9.4	-1.3

(listing goes on)
SMILES	EZH2 inh	IDH1 mut inh
CNC[C@@H]1OCCCC[C@H](C)Oc2ccc(NS(=O)(=O)c3c(C)noc3C)cc2C(=O)N([C@@H](C)CO)C[C@@H]1C	·	1.3
COc1ccc(S(=O)(=O)Nc2ccc3c(c2)CC(=O)N([C@H](C)CO)C[C@H](C)[C@H](CN(C)Cc2ccccc2)O3)cc1	0.9	·
O=C(Cc1ccccn1)NCC[C@@H]1CC[C@@H](NC(=O)c2ccccc2F)[C@H](CO)O1	-1.9	0.2
Cc1noc(C)c1NC(=O)Nc1cccc2c1O[C@@H](CN(C)S(=O)(=O)c1cn(C)cn1)[C@@H](C)CN([C@H](C)CO)C2=O	·	-0.8
Cc1noc(C)c1NC(=O)N(C)C[C@H]1Oc2ccc(N(C)C)cc2CC(=O)N([C@@H](C)CO)C[C@H]1C	12.3	0.4
C[C@H]1CN([C@@H](C)CO)C(=O)Cc2cc(NS(=O)(=O)c3ccc(Cl)cc3)ccc2O[C@@H]1CN(C)S(=O)(=O)c1cn(C)cn1	·	-0.1
O=C(C[C@H]1C[C@@H]2c3cc(NC(=O)C4CCC4)ccc3O[C@@H]2[C@@H](CO)O1)NCCN1CCCCC1	1.3	0.4
Cc1ccc(S(=O)(=O)Nc2ccc3c(c2)C(=O)N([C@H](C)CO)C[C@H](C)[C@H](CN(C)C(=O)Nc2ccc4c(c2)OCO4)OCCCC[C@@H](C)O3)cc1	·	-1.2
C[C@H]1CN([C@@H](C)CO)C(=O)Cc2cc(NS(=O)(=O)c3ccc(F)cc3)ccc2O[C@H]1CN(C)Cc1ccc2c(c1)OCO2	8.3	0.3
O=C(Nc1cccc(Cl)c1)N[C@@H]1CC[C@H](CCNC(=O)C2CCC2)O[C@@H]1CO	0.5	0.2
C/C=C/c1ccc2c(c1)O[C@H](CN(C)C(=O)C1CCOCC1)[C@@H](C)CN([C@@H](C)CO)S2(=O)=O	·	0.0
CO[C@@H]1CC[C@@H]2CCOc3c(C#N)cccc3C(=O)N(C)C[C@@H](c3ccccc3)CC(=O)N(C)C[C@@H]1O2	-7.5	0.1
Cc1noc(C)c1NC(=O)Nc1ccc2c(c1)C(=O)N([C@H](C)CO)C[C@@H](C)[C@H](CN(C)S(=O)(=O)c1ccc(F)cc1)OCCCC[C@H](C)O2	·	1.3
O=C(CCCCCCC(=O)Nc1ccccc1O)N/N=C/[C@H](O)[C@@H](O)[C@H](O[C@@H]1O[C@H](CO)[C@H](O)[C@H](O)[C@H]1O)[C@H](O)CO	-3.8	·
C[C@H](NC(=O)C[C@@H]1C[C@H]2c3cc(NS(=O)(=O)c4ccc(F)cc4)ccc3O[C@H]2[C@@H](CO)O1)c1ccccc1	2.6	-0.3
O=c1c2ccccc2nc2n1CCC2O (centres undefined)	18.7	0.1
C[C@H]1CN([C@@H](C)CO)C(=O)c2cc(-c3ccncc3)cnc2O[C@H]1CN(C)C(=O)c1ccc(F)cc1	6.7	·
C[C@@H]1CN([C@H](C)CO)C(=O)c2cc(C3=CCCCC3)cnc2O[C@H]1CN(C)C(=O)Nc1ccc(F)cc1	6.2	-1.5
C/C=C/c1cnc2c(c1)C(=O)N([C@H](C)CO)C[C@H](C)[C@@H](CN(C)S(=O)(=O)c1ccccc1)O2	·	-0.5
Cc1cc(OCC(=O)Nc2ccccc2C(=O)O)cc(C)c1Cl	10.5	-0.2
CO[C@H]1CN(C)C(=O)c2ccc(NS(=O)(=O)c3ccc(C)cc3)cc2OC[C@@H](C)N(Cc2nccs2)C[C@H]1C	4.9	-0.3
C[C@H]1CN([C@@H](C)CO)C(=O)c2cccc(NC(=O)Nc3ccccc3)c2O[C@H]1CN(C)S(=O)(=O)c1cn(C)cn1	·	-1.9
COc1cccc(S(=O)(=O)Nc2ccc3c(c2)[C@H]2C[C@H](CC(=O)NC4CCCCC4)O[C@H](CO)[C@H]2O3)c1	-0.6	-0.4
C[C@H]1CN([C@@H](C)CO)S(=O)(=O)c2ccc(C3=CCCC3)cc2O[C@@H]1CN(C)Cc1cccnc1	·	7.0
O=S(=O)(Nc1ncccn1)c1ccc(NC(=S)Nc2ccc3c(c2)OCCO3)cc1	2.9	0.6
C[C@H](CO)N1C[C@H](C)[C@H](CN(C)Cc2ccccc2)OCCCC[C@H](C)Oc2ccc(NC(=O)c3ccncc3)cc2C1=O	·	2.6
CO[C@H]1CN(C)C(=O)c2cc(NC(=O)NC(C)C)ccc2OC[C@@H](C)N(C(=O)CN(C)C)C[C@H]1C	6.4	-0.1
C[C@H]1CN([C@@H](C)CO)C(=O)Cc2cc(NS(=O)(=O)c3ccc(F)cc3)ccc2O[C@H]1CN(C)Cc1ccc(Cl)c(Cl)c1	·	0.2

Two neighbouring compounds already listed, quoted:
SMILES	EZH2 inh	IDH1 mut inh
O=C(NCC[C@H]1CC[C@@H](NC(=O)C2CCCC2)[C@H](CO)O1)c1cc(Cl)cc(Cl)c1	-1.8	-0.2
C[C@@H]1CN([C@@H](C)CO)C(=O)c2cc(NC(=O)C3CC3)ccc2O[C@@H]1CN(C)S(=O)(=O)c1ccccc1	·	0.8

Some of the compounds tested; rates above refer to the full screens.
